All columns: NCI-60 one-dose screen, growth in % after 48 h at 10 µM unless noted; 100 = growth as untreated, 0 = no growth, -100 = all killed.
LOX IMVI: LOX IMVI melanoma | 79,000 compounds, 7.4% hits | AID 1794757
UACC-257: UACC-257 melanoma; 78,000 compounds, 4.4% hits
HS 578T: HS 578T breast cancer; 78,000 compounds, 4.1% hits
MCF7: MCF7 breast cancer; 82,000 compounds, 6.3% hits
MALME-3M: MALME-3M melanoma; 78,000 compounds, 5.8% hits
BT-549: BT-549 breast cancer; 78,000 compounds, 4.4% hits; AID 1794793
T-47D: T-47D breast cancer; 79,000 compounds, 5% hits; AID 1794792
UACC-62: UACC-62 melanoma. 81,000 compounds, 5.4% hits. AID 1794756
The depositor's hits bear a star; . = not tested or not shown; & = joins results of further samples. How the source made its calls: active means growth percent below 10; inactive means the rest.

molecule,UACC-257,BT-549,MALME-3M,LOX IMVI,MCF7,HS 578T,T-47D,UACC-62
Cc1ccc(S(=O)(=O)/C(=N\O)C(=O)c2ccc3ccccc3c2)cc1,105,112,108,.,99,108,101,105
CCc1cccc2[nH]c3cc([N+](=O)[O-])ccc3c12,114,109,113,92,84,.,83,77
COC(=O)[C@@H]1[C@H]2C[C@H]3c4[nH]c5cc(OC)ccc5c4CCN3C[C@@H]2C[C@H](OC(=O)/C=C/c2ccnc(OC)c2)[C@H]1OC,78,81,68,86,73,91,67,87
CC(=O)Nc1cc2c3c(cccc3c1)-c1ccccc1-2,89,65,.,76,97,112,75,89
C#CCOC(=O)C(N)CS (stereo unspecified),107,108,97,101,93,137,119,88
CCN1C(=O)N(CC)C2NC(SC)=NC21 (stereo unspecified),98,103,95,93,99,94,.,96
O=C(COc1ccccc1)Nc1ccc(-c2nc3ccccc3s2)c(Cl)c1,.,103,105,102,81,114,66,90
CC(C)=CCC1=C(O)COC1=O,96,94,109,106,99,91,100,100
O=C1Nc2ccc(F)cc2C12Nc1cc(Cl)ccc1S2 (stereo unspecified),109,68,89,86,60,94,40,75
CC(CCc1ccc(Cl)c(Cl)c1)NCc1ccc(C(C)(C)C)cc1 (stereo unspecified),65,69,98,80,81,85,68,90
C=C1CCC2C3(C)COC(c4ccccn4)OC3CCC2(C)C1C/C=C1/C(=O)OCC1O (stereo unspecified),98,102,101,23,64,107,93,95
c1ccc(-c2nc(-c3ccc4[nH]ncc4c3)[nH]c2-c2ccccc2)cc1,100,116,93,96,101,94,90,103
COc1ccc2c(c1)CC[C@@H]1[C@@H]2CC[C@]2(C)C=CC[C@@H]12,101,95,128,112,115,.,111,101
COc1cc(/C=N/NC(=O)c2ccc(-n3cc(-c4ccccc4)nn3)cc2)cc(OC)c1OC,54,54,-1.8*,36,14,53,60,9.9*
c1ccc(OCc2ccc(COc3ccccc3)cc2)cc1,111,93,.,.,103,97,100,105
Cc1cc(=O)n2c(C(=O)N/N=C/c3ccncc3)nn(-c3ccc(S(N)(=O)=O)cc3)c2n1,104,116,100,102,102,98,105,98
Cn1c(-c2c(N)n(Cc3cccnc3)c3nc(C#N)c(C#N)nc23)nc2ccccc21,102,115,54,97,103,106,92,90
C#CC1CC2Cc3c(C)ccc(C)c3N1O2 (stereo unspecified),105,112,93,88,91,115,102,109
COc1ccc(C(=S)N2CCN(c3ccccc3Cl)CC2)cc1,97,87,94,85,100,107,88,79
Cc1ccc2nc(Cl)c(CNc3ccc(F)cc3)cc2c1,96,114,87,94,89,101,77,85
COC(=O)C1=C(C(=O)c2ccccc2)C2(C(=O)Nc3ccccc32)C(C#N)=C(N)O1 (stereo unspecified),120,104,103,94,100,114,109,101
COc1cc(/C=C/C(=O)c2ccc(NC(=O)N3CCN(c4cc5c(cc4F)c(=O)c(C(=O)O)cn5C4CC4)CC3)cc2)cc(OC)c1OC,85,71,92,48,41,89,75,69
Cc1nc(-c2ccccc2)ccc1-c1nnc(SCc2ccccc2)o1,108,.,108,107,90,113,98,93
COc1ccc(C[n+]2c3ccccc3n3c4ccc(N)cc4ccc32)c(OC)c1OC,3.3*,5.3*,50,85,32,44,5.5*,60
CCN(CC)c1ccc(N=Nc2ccc(S(=O)(=O)O)cc2)cc1,109,.,119,100,98,159,92,104

An excerpt from the list above, as a working copy:
molecule,UACC-257,BT-549,MALME-3M,LOX IMVI,MCF7,HS 578T,T-47D,UACC-62
Cc1ccc(S(=O)(=O)/C(=N\O)C(=O)c2ccc3ccccc3c2)cc1,105,112,108,.,99,108,101,105
CCc1cccc2[nH]c3cc([N+](=O)[O-])ccc3c12,114,109,113,92,84,.,83,77
COC(=O)[C@@H]1[C@H]2C[C@H]3c4[nH]c5cc(OC)ccc5c4CCN3C[C@@H]2C[C@H](OC(=O)/C=C/c2ccnc(OC)c2)[C@H]1OC,78,81,68,86,73,91,67,87
CC(=O)Nc1cc2c3c(cccc3c1)-c1ccccc1-2,89,65,.,76,97,112,75,89
C#CCOC(=O)C(N)CS (stereo unspecified),107,108,97,101,93,137,119,88
CCN1C(=O)N(CC)C2NC(SC)=NC21 (stereo unspecified),98,103,95,93,99,94,.,96
O=C(COc1ccccc1)Nc1ccc(-c2nc3ccccc3s2)c(Cl)c1,.,103,105,102,81,114,66,90
CC(C)=CCC1=C(O)COC1=O,96,94,109,106,99,91,100,100
O=C1Nc2ccc(F)cc2C12Nc1cc(Cl)ccc1S2 (stereo unspecified),109,68,89,86,60,94,40,75
CC(CCc1ccc(Cl)c(Cl)c1)NCc1ccc(C(C)(C)C)cc1 (stereo unspecified),65,69,98,80,81,85,68,90
C=C1CCC2C3(C)COC(c4ccccn4)OC3CCC2(C)C1C/C=C1/C(=O)OCC1O (stereo unspecified),98,102,101,23,64,107,93,95
c1ccc(-c2nc(-c3ccc4[nH]ncc4c3)[nH]c2-c2ccccc2)cc1,100,116,93,96,101,94,90,103
COc1ccc2c(c1)CC[C@@H]1[C@@H]2CC[C@]2(C)C=CC[C@@H]12,101,95,128,112,115,.,111,101
COc1cc(/C=N/NC(=O)c2ccc(-n3cc(-c4ccccc4)nn3)cc2)cc(OC)c1OC,54,54,-1.8*,36,14,53,60,9.9*

Going on with the list.
molecule,UACC-257,BT-549,MALME-3M,LOX IMVI,MCF7,HS 578T,T-47D,UACC-62
COc1cccc(C(=O)OCCn2nc3c4c(cccc42)C(=O)c2ccccc2-3)c1O,79,53,63,38,18,20,41,31
CCN1CCN(c2cc(C)nc(NCc3cc(Nc4ccnc5cc(Cl)ccc45)ccc3F)n2)CC1,69,99,107,8.1*,7.0*,71,-18*,86
Cc1nc2cc(Cl)ccc2c(=O)n1-c1c(CC(=O)O)cnn1C,116,90,99,96,105,105,97,103
C[N+]1(CCCCC[N+]2(C)CCCC2)CCCC1,102,78,90,105,95,106,101,102
Cc1cc(O)c(/C=N/C(=S)NCCc2ccccc2)c(=O)o1,104,98,108,92,96,112,101,103
O=C(NO)c1cn(C2CC2)c2cc(N3CCN(C(=O)c4ccccc4)CC3)c(F)cc2c1=O,.,96,99,96,102,104,90,98
COC(=O)[C@H](Cc1ccc(O)cc1)NC(=O)[C@H](Cc1ccccc1)NCc1cccc(O)c1,75,106,107,105,99,95,84,91
COc1ccc(C(=O)NNC(=O)c2cc(OC)c(OC)c(OC)c2)cc1OP(=O)(O)O,77,79,98,91,76,88,54,80
O=C(O)/C=C(\c1nc2ccccc2[nH]1)c1cc(Cl)ccc1O,97,96,122,95,82,93,78,93
C=C(C)[C@@H]1CC[C@]2(C(=O)N[C@@H](Cc3ccccc3)C(=O)O)CC[C@]3(C)[C@H](CC[C@@H]4[C@@]5(C)CCC(=O)C(C)(C)[C@@H]5CC[C@]43C)[C@@H]12,96,82,119,75,67,73,47,47
O[C@H]1c2ccccc2-c2c3c(cc4c2[C@@H]1NCC4)OCO3,87,97,114,92,98,99,95,95
O=C1CCCCC1(CCc1ccncc1)CCc1ccncc1,90,88,80,91,89,109,75,74
COc1cc(-c2cc3cnccc3c3nc(N)c4ccncc4c23)cc(OC)c1OC,92,42,60,36,30,10,38,42
COC(=O)c1cc2oc(/C=C/C3=C(C(N)=O)C(=O)OC3(C)C)cc2n1Cc1ccccc1,108,110,117,79,93,118,65,64
CC1(C)COC(c2cccc([N+](=O)[O-])c2)OC1,109&92,102,96&102,103&110,102&109,95&108,110&106,95&99
CCCCCCCCCCCC1=NC(C)(CO)CO1 (stereo unspecified),104,112,125,100,98,106,79,91
O=C(N/N=C/c1ccoc1)c1[nH]c2ccc(Br)cc2c1-c1ccccc1,-78*,-90*,-85*,-100*,-70*,-28*,-75*,-100*
Cc1cccc(C(N)=O)c1,101,100,137,98,95,103,102,96
CCCn1cnc2c(SCc3ccccn3)nc(N)nc21,109,106,83,98,110,106,112,99
N#Cc1nc(-c2ccc(Cl)cc2)oc1N1CCCCC1,100,99,104,101,87,101,82,92
COc1ccc2cc(OC)ccc2c1,105,104,111,96,110,104,87,103
CC(=O)N1N=C(c2ccc(Cl)cc2)CC1c1ccc(Oc2ccc(Cl)cc2)cc1 (stereo unspecified),86,86,82,88,78,94,61,65
Cc1ccc(Nc2ccc(N)cc2S(=O)(=O)O)cc1,140&94,93,123&137,97&101,94&96,98,92&98,100&110
COc1cc(NCCCCCNC(C)(C)C)c2ncccc2c1,133,109,107,94,-54*,88,20,90
Cc1c(C(=O)OCCO)cc(-c2ccc(Cl)cc2)n1-c1ccc(Cl)cc1Cl,82,93,76,65,44,81,62,55

Additional compounds follow.
molecule,UACC-257,BT-549,MALME-3M,LOX IMVI,MCF7,HS 578T,T-47D,UACC-62
c1ccc(COc2ccc(Nc3ncnc4onc(-c5ccccc5)c34)cc2)cc1,99,88,105,96,86,99,84,79
COc1c(-c2c3sc(=O)[nH]c3nc3c2c(=O)[nH]n3C(C)C)cc2c(c1OC)OCO2,100,85,80,92,106,99,99,99
O=C1/C(=C\c2cccn2C(=O)c2ccc(Cl)cc2)c2ccccc2N1c1c(Cl)cccc1Cl,107,111,101,91,88,108,92,93
CCOC(=O)c1[nH]c(=O)c2c(C)nc(-c3ccccc3)cc2c1O,106,146,136,112,93,98,101,109
COc1ccc(-c2nc3c(c(-c4ccccc4)nn3-c3ccccc3)c(-c3ccc(N4CCOCC4)cc3)c2C#N)cc1,101,95,103,92,85,106,94,91
N/C(=N\S(=O)(=O)c1ccc2oc(=O)ccc2c1)Nc1nc2ccccc2s1,97,95,94,97,97,99,94,84
CC1(C)Oc2cc3oc(=O)ccc3cc2C[C@@H]1OCCNc1cc(-c2ccccc2)c(O)c(-c2ccccc2)c1,99,104,113,87,86,97,95,71
COC(C)C(NC(=O)C1CCCN1C)C1OC(SCCOC(=O)c2ccccc2O)C(O)C(O)C1O (stereo unspecified),90,105,102,96,107,95,96,100
COc1ccc(C)cc1C(=O)C[n+]1ccccc1,99,104,100,96,95,99,87,95
C[N+](C)(C)CC(=O)NNC(=O)Nc1cccc([N+](=O)[O-])c1,108,66,100,97,98,98,107,99
CCCCSc1nc(Nc2ccc(C(C)=O)cc2)c(C#N)c(-c2ccc(F)cc2)n1,108,115,107,90,104,75,103,96
Cc1nn(-c2ccc(F)cc2)c2nc(-c3cccnc3)[nH]c(=O)c12,122,125,126,97,98,99,101,.
C=C1C(=O)O[C@H]2[C@H]1CC/C(COC(=O)CCCC(=O)OC/C1=C/CC[C@@]3(C)O[C@H]3[C@H]3OC(=O)C(=C)[C@@H]3CC1)=C\CC[C@@]1(C)O[C@@H]21,-40*,-4.9*,-8.4*,-70*,8.7*,47,15,-19*
Nc1ccccc1Nc1c([N+](=O)[O-])cc(C(F)(F)F)cc1[N+](=O)[O-],99,102,101,.,94,109,90,101
CN1NC(c2ccccc2)NN(C)C1=O,.,109,85,92,96,113,96,92
COc1ccc(Nc2nc(C3CC3)cs2)cc1,102,105,101,110,94,102,89,95
CC(C)CC(NCc1ccccc1)C(=O)O (stereo unspecified),96,129,115,102,90,112,105,104
N#CC1=C(c2ccccc2)Nc2c(c(-c3ccc(Cl)cc3)nn2-c2ccccc2)C12C(=O)Nc1ccc(Cl)cc12 (stereo unspecified),73,76,86,77,55,62,56,66
COc1ccc(Cl)cc1-c1cn(-c2cc(OC)c(OC)c(OC)c2)c(=O)[nH]1,95,112,93,94,94,96,94,89
O=C1CC(c2nc3ccccc3n2Cc2ccc(Cl)cc2)CN1c1ccc(F)cc1 (stereo unspecified),97,100,96,99,89,97,92,83
CCOC(=O)c1c2ccc3cn[nH]c3c2c(C)n1C,100,80,118,93,90,.,75,83
CC(C)(C)C1CCC(O)CC1 (stereo unspecified),95,.,108,103,95,92,.,.
